Screening data as filed in PubChem.
PP5 inh = PP5 phosphatase inhibitors, primary screen, biochemical, fluorescence. Serine/threonine-protein phosphatase 5 (Homo sapiens), P53041. purified PP5c, OMFP substrate fluorescence. inhibition, % at 6.7 µM. 320,000 compounds, 0.18% hits;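 active means inhibition above the campaign's mean inhibition across all tested compounds plus 3 SD, cut at about 9.5% in these data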;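 further: 0% = DMSO only and 100% = 100 µM cantharidin control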
Fh CTSL1 inh = Fasciola hepatica cathepsin L1 inhibitors, primary screen, counter-screen for PFM18AAP inhibitor project, biochemical, QFRET, fluorogenic peptide substrate | inhibition, % at 5.96 µM | 300,000 compounds, 0.49% hits | recombinant F. hepatica cathepsin L1, Z-Leu-Arg-MCA fluorescence | AID 1906, 2009;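 active means inhibition above the mean of all tested compounds plus 3 SD, set per screening campaign, cut at about 17% in these data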;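 further: 0% = plate median of test compound wells and 100% = 1 µM Z-Phe-Ala-diazomethylketone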
LYPLA2 counter = LYPLA2 inhibitors, primary screen, counter-screen for PME1 inhibitor project, biochemical, fluorescence polarization, FP-Rh probe ABPP; 320,000 compounds, 0.38% hits; Acyl-protein thioesterase 2 (Homo sapiens), O95372; recombinant LYPLA2; inhibition, % at 5.9 µM;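 active means inhibition above the screen-wide mean plus 3 SD, limit set per campaign, cut at about 26% in these data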;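 further: 0% = LYPLA2 with DMSO and 100% = wells lacking LYPLA2 enzyme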
Target sequence (O95372 whole entry, looked up): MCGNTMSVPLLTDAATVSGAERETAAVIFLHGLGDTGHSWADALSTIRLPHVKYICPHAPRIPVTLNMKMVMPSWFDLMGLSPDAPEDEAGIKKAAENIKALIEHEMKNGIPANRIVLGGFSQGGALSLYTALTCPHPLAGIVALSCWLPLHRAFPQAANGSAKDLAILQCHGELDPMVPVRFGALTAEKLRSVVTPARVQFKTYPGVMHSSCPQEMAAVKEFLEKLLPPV
core dimer inh = inhibitors of HCV core protein dimerization, primary screen, biochemical, TR-FRET, high-throughput; TR-FRET GST/Flag-core106 dimerization, 1536-well; inhibition, % at 5 µM; 300,000 compounds, 0.33% hits; AID 1899, 2009;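 active means inhibition above the mean of all tested compounds plus 3 SD, set per screening campaign, cut at about 45% in these data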
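System – GST-tagged and Flag-tagged HCV core protein residues 1-106 · Repeats – one well for each compound · Technique – TR-FRET 671 and 617 nm emission · Doses – one concentration, 5 µM, in 0.5% DMSO · Times – 4 h, 22.5 °C incubation · Also added – Eu donor and XL665 acceptor anti-tag antibodies · Measure – percent inhibition of core106 dimerization signal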
Efflux pump mplx = inhibitors of Candida efflux pumps in yeast, primary screen, S. cerevisiae, Nile Red, multiplex; S. cerevisiae Candida pump triplex; inhibition, % at 10 µM; 330,000 compounds, 0.44% hits; AID 485275, 2010;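 active means plate passing quality check with inhibition over a set limit, or well fluorescence over plate mean plus 4 SD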;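 further: Nile Red retained in pooled yeast measured as flow cytometry median fluorescence; 0% = buffer negative control and 100% = Enniatin B positive control; higher means more Nile Red kept so more efflux inhibition; some compounds called inactive have numbers as strong as hits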
GASC-1 inh = inhibitors of GASC-1 histone demethylase, primary screen, biochemical, fluorescence, DELFIA europium; Lysine-specific demethylase 4C (Homo sapiens), Q9H3R0; GST-JMJD2C(1-420) H3K9me3 demethylation; inhibition, % at 2.35 µM; 330,000 compounds, 0.069% hits;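 active means more than half of a compound's replicate wells show inhibition beyond 50%, single wells judged on their own value; inconclusive means some, but no more than half, of replicates pass 50% inhibition; inactive means no replicate passes 50% inhibition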;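 further: signal counts dimethyl H3K9 product captured on neutravidin plate; 0% = median of DMSO wells and 100% = 0.3 times that DMSO median; strong numbers were not always called active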
Target sequence (Q9H3R0 1-420 limits assumed): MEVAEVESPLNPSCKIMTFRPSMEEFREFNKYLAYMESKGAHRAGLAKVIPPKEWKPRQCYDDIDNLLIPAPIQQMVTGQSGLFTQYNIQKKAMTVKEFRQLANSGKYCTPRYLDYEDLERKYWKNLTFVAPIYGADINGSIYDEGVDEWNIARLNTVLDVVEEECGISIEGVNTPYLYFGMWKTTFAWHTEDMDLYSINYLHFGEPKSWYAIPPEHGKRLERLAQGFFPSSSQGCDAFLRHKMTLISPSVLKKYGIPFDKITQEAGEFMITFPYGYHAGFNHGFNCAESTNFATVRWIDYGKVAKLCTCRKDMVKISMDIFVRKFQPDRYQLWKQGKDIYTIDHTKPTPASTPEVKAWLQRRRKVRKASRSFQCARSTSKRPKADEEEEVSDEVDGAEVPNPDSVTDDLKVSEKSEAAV
TPT1 inhibitor = Candida albicans TPT1 enzyme inhibitors, primary screen, biochemical, fluorescence polarization | 300,000 compounds, 0.81% hits | tRNA 2'-phosphotransferase TPT1 (Candida albicans SC5314) | recombinant caTPT1, FP RNA substrate dephosphorylation | AID 1962, 2009 | inhibition, % at 5 µM;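 active means inhibition above the mean of all tested compounds plus 3 SD, set per screening campaign, cut at about 24% in these data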;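 further: plate controls were DMSO alone for no effect and ferristatin control at 100 nM for full effect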
PP1 counter = PP1-alpha phosphatase inhibitors, primary screen, counter-screen for PP5 inhibitor project, biochemical, fluorescence, OMFP substrate, single point | Serine/threonine-protein phosphatase PP1-alpha catalytic subunit (Homo sapiens), P62136 | purified PP1alpha | inhibition, % at 6.7 µM | 320,000 compounds, 0.9% hits | AID 2235, 2010;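 active means inhibition above the mean inhibition of all tested compounds plus 3 SD, computed separately for each screening campaign, cut at about 15% in these data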
Target sequence (P62136 whole entry, looked up): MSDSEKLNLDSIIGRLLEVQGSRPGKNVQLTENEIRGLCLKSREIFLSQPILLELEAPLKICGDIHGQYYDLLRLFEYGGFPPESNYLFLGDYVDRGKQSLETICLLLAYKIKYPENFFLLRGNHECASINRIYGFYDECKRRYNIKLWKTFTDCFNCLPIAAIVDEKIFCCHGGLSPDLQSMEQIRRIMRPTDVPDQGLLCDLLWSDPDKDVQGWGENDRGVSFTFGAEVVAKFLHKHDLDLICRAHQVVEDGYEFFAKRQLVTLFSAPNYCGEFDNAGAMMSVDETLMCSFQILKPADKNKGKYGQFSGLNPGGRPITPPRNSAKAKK
PREPL inhibitor = PREPL enzyme inhibitors, primary screen, biochemical, fluorescence polarization; inhibition, % at 5.96 µM; recombinant PREPL, fluorescence polarization activity-based probe; 320,000 compounds, 0.68% hits; in the data active means inhibition above about 43%;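 further: 0% = enzyme with DMSO and 100% = wells lacking enzyme; many of its hits are not listed in these tables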
Starred values were filed as active, the others as inactive; ? = inconclusive; . = no result given; & = joins results of further samples. Not all compounds are listed, so the mix of outcomes need not match the whole.

A first look (eleven entries):
SMILES	PP5 inh	Fh CTSL1 inh	LYPLA2 counter	core dimer inh	Efflux pump mplx	GASC-1 inh	TPT1 inhibitor	PP1 counter	PREPL inhibitor
Cc1cc([N+](=O)[O-])cc(C)c1OCC(=O)N/N=C/c1ccc(OC(=O)c2ccccc2Br)cc1	0.5	6	0	34	0.3	-10	2	16*	7
COc1ccc(N(C)S(=O)(=O)c2cccc(C(=O)NC3=NCCS3)c2)cc1	-1.8	1	3	-2	0.0	1	0	2	7
COC(=O)c1ccccc1NC(=O)Cn1cnc2ccc(S(=O)(=O)N3CCC(C)CC3)cc2c1=O	3.1	-7	-1	10	0.4	-1	3	-2	9
COc1cc(C(=O)O[C@H]2CC(C)=CC[C@@]3(C)CC[C@@](O)(C(C)C)[C@H]23)ccc1O	4.9	3	-2	-3	0.0	-2	-5	3	18
COCCNC(=O)C(c1cccs1)N(Cc1ccccc1)C(=O)Cn1nnc2ccccc21 (stereo not given)	0.4	-4	0	-4	0.0	14	-4	-2	0
CCCOC(=O)c1c(N)sc(C(=O)OCC)c1C	4.8	1	1	5	0.0	0	-1	4	2
CCOc1ccc(C(C)=O)cc1NC(=O)/C=C\C(=O)O	2.4	-1	-4	0	0.2	25	6	-1	-1
CCOC(=O)COc1ccccc1/C=C\[N+](=O)[O-]	-1.4	3	-2	0	0.4	-3	4	0	3
CCN(CC)c1ccc(C2C(C(=O)Nc3ccccn3)=C(C)NC3=C2C(=O)CC(C)(C)C3)cc1 (stereo not given)	2.2	4	6	3	0.2	4	2	-3	4
COc1ccc(C(=O)NCc2ccc(C(=O)O)o2)cc1	-4.0	-1	9	-11	-0.1	7	-3	1	19
Cc1ccccc1OCc1nnc2c3cnn(C)c3ncn12	0.3	8	2	-1	0.0	-3	-1	-1	16

The whole of this part, from the first entry:
SMILES	PP5 inh	Fh CTSL1 inh	LYPLA2 counter	core dimer inh	Efflux pump mplx	GASC-1 inh	TPT1 inhibitor	PP1 counter	PREPL inhibitor
Cc1cc([N+](=O)[O-])cc(C)c1OCC(=O)N/N=C/c1ccc(OC(=O)c2ccccc2Br)cc1	0.5	6	0	34	0.3	-10	2	16*	7
COc1ccc(N(C)S(=O)(=O)c2cccc(C(=O)NC3=NCCS3)c2)cc1	-1.8	1	3	-2	0.0	1	0	2	7
COC(=O)c1ccccc1NC(=O)Cn1cnc2ccc(S(=O)(=O)N3CCC(C)CC3)cc2c1=O	3.1	-7	-1	10	0.4	-1	3	-2	9
COc1cc(C(=O)O[C@H]2CC(C)=CC[C@@]3(C)CC[C@@](O)(C(C)C)[C@H]23)ccc1O	4.9	3	-2	-3	0.0	-2	-5	3	18
COCCNC(=O)C(c1cccs1)N(Cc1ccccc1)C(=O)Cn1nnc2ccccc21 (stereo not given)	0.4	-4	0	-4	0.0	14	-4	-2	0
CCCOC(=O)c1c(N)sc(C(=O)OCC)c1C	4.8	1	1	5	0.0	0	-1	4	2
CCOc1ccc(C(C)=O)cc1NC(=O)/C=C\C(=O)O	2.4	-1	-4	0	0.2	25	6	-1	-1
CCOC(=O)COc1ccccc1/C=C\[N+](=O)[O-]	-1.4	3	-2	0	0.4	-3	4	0	3
CCN(CC)c1ccc(C2C(C(=O)Nc3ccccn3)=C(C)NC3=C2C(=O)CC(C)(C)C3)cc1 (stereo not given)	2.2	4	6	3	0.2	4	2	-3	4
COc1ccc(C(=O)NCc2ccc(C(=O)O)o2)cc1	-4.0	-1	9	-11	-0.1	7	-3	1	19
Cc1ccccc1OCc1nnc2c3cnn(C)c3ncn12	0.3	8	2	-1	0.0	-3	-1	-1	16
COc1cccc(N2C(=O)C3C(C2=O)C3(c2ccccc2)c2ccccc2)c1 (stereo not given)	1.6	0	-2	2	0.0	4	0	-2	-1
COc1ccccc1CNC(=O)C1Cc2cc(S(=O)(=O)N3CCCCC3)ccc2N1C(C)=O (stereo not given)	-0.6	2	6	-1	0.3	8	0	1	2
O=C(Nc1ccc(Oc2ccccc2)cc1)C1CCCO1 (stereo not given)	2.3	0	4	9	0.0	-8	0	-2	-3
Cc1sc2ncn(CC(=O)NCCN3CCOCC3)c(=O)c2c1S(=O)(=O)N1CCC(C)CC1	-2.1	2	2	4	1.0	9	0	-2	2
O=C(/C=C/c1ccc(F)cc1)NCc1ccco1	0.9	-3	0	11	0.1	-18	1	1	-8
CCCCCOc1ccc(Cl)cc1CN1CCOCC1	-0.4	3	6	-10	-0.1	1	-2	1	1
Cc1c(NC(=O)OCCNC(=O)Nc2ccccc2)sc(=S)n1C	0.2	-1	-3	-3	-0.2	7	-1	-3	-3
CN(CC(=O)Nc1ccccc1C(F)(F)F)C(=O)c1ccccc1Sc1ccccc1C#N	2.1	.	2	.	0.0	0	.	-3	3
NC(=O)[C@@H]1CCCCNc2c(F)cc([N+](=O)[O-])cc2C(=O)N[C@@H](CCCN=C(N)N)C(=O)NCC(=O)N1	2.7	0	5	0	0.2	4	1	2	33
NC(=O)C1CCN(CCS(=O)(=O)c2ccc(Cl)cc2)CC1	0.0	3	6	6	-0.1	-2	1	-7	-12
Cc1[nH]c2ccccc2c1SCC(=O)O	1.3	0	1	-6	-0.1	11	-2	4	-6
Cc1nn(-c2cccc(Cl)c2)c2nc(C(F)(F)F)[nH]c(=O)c12	-0.7	-1	-9	-3	-0.4	5	-5	1	-5
CSc1nnc(-c2cccn(Cc3cccc(Cl)c3)c2=O)o1	-2.1	1	0	4	0.0	1	3	-4	4
CCN=C1SC(C(=O)Nc2cccc(C)c2)CC(=O)N1CC (stereo not given)	-5.0	12	7	-3	-0.1	-1	-4	2	11
CC(=O)Nc1ccc(C(=O)OCc2ccc(Cl)c(Cl)c2)cc1	4.9	-3	-1	-11	-0.2	-21	1	-1	-38
Cc1nnc(SCC(=O)NCc2ccc3c(c2)OCO3)n1C	-0.2	-2	0	-4	-0.1	-1	1	-2	0
CC(C)CN(c1ccccc1)S(=O)(=O)c1nnc(NC(=O)C(C)C)s1	2.7	1	-8	3	0.2	2	2	3	12
O=C(CSc1nnc(-c2ccccc2)c(-c2ccccc2)n1)NC1CCS(=O)(=O)C1 (stereo not given)	-0.4	2	1	-3	0.0	1	2	0	-1
Cc1c(C(=O)NC2CCCc3ccccc32)cccc1[N+](=O)[O-] (stereo not given)	0.7	1	-9	10	0.0	5	-1	-4	-4
COc1ccc(NC(=O)Nc2ccc3c(c2)N(C)C(=O)CS3)cc1Cl	6.4	-4	10	27	0.0	2	1	1	25
COc1cc(Cl)ccc1OCc1cc(C(=O)N(C)Cc2cn(C)nc2C)no1	1.2	2	4	0	-0.7	2	-2	0	4
COC(=O)c1c(-c2ccc(Br)cc2)noc1N	0.7	-2	-1	1	0.1	?	-1	-2	-7
CC(C)OC(=O)CSc1nnc(C2CCCCC2)n1N	2.1	-3	2	-2	-0.2	5	-4	-3	-6
COc1cccc(/C=N/NC(=O)CCn2nnc3ccccc32)c1	2.9	-2	9	-7	0.0	8	-4	-1	0
Cc1ccc(NC(NC(=O)c2cccnc2)C(Cl)(Cl)Cl)cc1 (stereo not given)	3.6	-2	8	-7	0.0	5	-3	0	-15
CCOC(=O)c1ccc(N=C2SC(C(=O)NC)CC(=O)N2Cc2ccc(F)cc2)cc1 (stereo not given)	2.7	1	1	-5	0.2	-6	1	-9	6
CC1(C)CC(=O)C(C=NCCC2=CCCCC2)=C(O)C1	0.1	3	12	-7	0.0	3	1	3	3
CCCc1cc(N2CCN(c3ccccn3)CC2)n2nc(C)c(-c3ccccc3)c2n1	2.2	3	-1	0	-0.1	-2	-1	-1	9
N#Cc1ccc(COC(=O)c2cc(=O)c3ccccc3o2)cc1	-3.4	3	-1	9	0.1	10	1	0	8
COc1ccc(CCNC(=O)C2CCCN2C(=O)Nc2cccc(C(C)=O)c2)cc1OC (stereo not given)	0.6	-4	7	-6	-0.1	8&4	0	-4	-4
C=CCOc1ccccc1/C=N/NC(=O)Cc1ccccc1	-0.9	2	-1	3	0.0	-2	3	-1	-9
O=C(NC(C(=O)N/N=C/c1cccnc1)c1n[nH]c(=O)c2ccccc12)c1ccccc1 (stereo not given)	1.8	2	-2	-1	0.2	1	2	-4	-5
CN(CC(=O)Nc1ccccc1Cl)C(=O)COC(=O)c1nc(Cl)ccc1Cl	-2.0	2	1	0	0.0	-1	1	-1	0
O=[N+]([O-])c1cccnc1-n1cnc2ccccc21	1.4	0	-1	-4	-0.1	7	2	-3	-6
Clc1ccc(-c2n[nH]c3c2CCC3)cc1Cl	7.7	7	-6	-1	0.6*	30	-1	4	-86
CC(C)(C)N/N=C1\CC(c2ccccc2)Oc2ccccc21 (stereo not given)	-1.7	1	2	-3	0.0	4	-1	-4	4
CCOc1ccc(CCNC(=O)c2ccc3c(=O)[nH]c4c(C(=O)NC(C)C)sc(=S)n4c3c2)cc1	3.0	1	10	-6	-0.1	18	0	0	55*
O=C(c1cc(-c2ccco2)nc2ccccc12)N(Cc1nnc(-c2ccc(Cl)cc2)o1)C1CC1	2.2	8	-10	37	0.1	6	10	3	-22
Cc1c(C)c2c(OCC(=O)NCc3ccco3)cc3c(c2oc1=O)CCC(C)(C)O3	2.8	-2	0	3	0.3	-1	-5	-1	8
CC(C)[C@@H](C(=O)NCc1ccco1)N1C(=O)N2CCc3c([nH]c4ccccc34)[C@@]2(C)C1=O	0.8	-2	-4	-2	-0.2	-4	-3	-2	5
COc1ccc(C)cc1NC(=O)CN(C)S(=O)(=O)c1ccc2c(c1)c(=O)n(C)c(=O)n2C	2.3	6	3	-3	0.0	-6	0	-3	12
CCn1nc(NC(=O)c2ccncc2)c2cc3ccc(C)cc3nc21	1.6	1	0	-15	0.2	-4	1	0	23
